Screens as filed in PubChem.
PfHsp40 yeast: rescue of yeast from PfHsp40 toxicity, primary screen, S. cerevisiae, ATP luminescence | S. cerevisiae expressing PfHsp40, growth rescue | growth rescue, % at 12.5 µM | hit rate 0.68% among 340,000; in the data active = growth rescue above about 28%, passing the limit was not always enough; inconclusive = no clear call, values can overlap the other calls;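 note: yeast W303a lacking pdr1 and pdr3 grown in galactose medium; growth measured after three days at 30 °C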
Anthrax LF prot: Bacillus anthracis LF protease inhibitors, primary screen, biochemical, multiplex microsphere, MLPCN library; Lethal factor (Bacillus anthracis), P15917; multiplex microsphere protease cleavage assay; inhibition, % at 10 µM; hit rate 0.12% among 360,000; AID 588501, 2011; note: plate controls were buffer without enzyme for full effect and enzyme alone for no effect
Target sequence (P15917 whole entry, looked up): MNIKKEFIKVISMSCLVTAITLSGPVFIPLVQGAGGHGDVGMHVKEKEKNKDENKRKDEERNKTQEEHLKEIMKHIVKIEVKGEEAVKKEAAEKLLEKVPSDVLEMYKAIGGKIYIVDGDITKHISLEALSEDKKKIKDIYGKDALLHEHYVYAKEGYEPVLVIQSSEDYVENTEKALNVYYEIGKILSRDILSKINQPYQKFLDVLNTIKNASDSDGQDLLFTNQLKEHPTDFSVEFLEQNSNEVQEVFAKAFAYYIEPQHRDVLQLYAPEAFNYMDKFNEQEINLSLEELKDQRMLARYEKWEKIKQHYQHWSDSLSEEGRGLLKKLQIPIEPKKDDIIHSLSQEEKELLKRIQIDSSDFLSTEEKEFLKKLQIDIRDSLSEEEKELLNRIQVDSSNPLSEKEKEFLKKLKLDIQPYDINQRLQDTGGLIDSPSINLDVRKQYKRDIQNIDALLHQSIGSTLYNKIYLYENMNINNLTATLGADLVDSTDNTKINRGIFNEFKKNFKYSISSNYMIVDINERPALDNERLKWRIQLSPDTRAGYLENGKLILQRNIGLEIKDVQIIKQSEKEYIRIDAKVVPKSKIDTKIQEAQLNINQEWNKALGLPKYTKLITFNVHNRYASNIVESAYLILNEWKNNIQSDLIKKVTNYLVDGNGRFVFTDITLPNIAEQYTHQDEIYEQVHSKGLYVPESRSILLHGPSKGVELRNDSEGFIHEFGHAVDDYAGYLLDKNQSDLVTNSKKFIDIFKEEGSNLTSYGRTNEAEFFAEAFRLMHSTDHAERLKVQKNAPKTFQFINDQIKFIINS
BH1578 lux ind: inducers of Vibrio cholerae quorum light production without autoinducers, primary screen, BH1578 luxS cqsA deficient, single point; V. cholerae BH1578 lux reporter, luminescence, 6 h; activation, % at 18.7 µM; hit rate 0.16% among 350,000; AID 588436, 2011; in the data active = activation mostly above about 9.7%, no sharp cut-off; inconclusive = no clear call, values can overlap the other calls; inactive = mostly below about 3.7%; note: not every result past the cut was called active; inactives centre near 0; reference of the scale not given here
Yp Topo-I inh: Yersinia pestis topoisomerase I inhibitors, primary screen, biochemical, cleavage product accumulation, plate reader, single point; DNA topoisomerase I (Yersinia pestis CO92); Y. pestis Topo-I cleavage product accumulation; hit rate 0.064% among 360,000; activity, % at 10 µM; in the data active = activity above about 50%, passing the limit was not always enough; inconclusive = no clear call, values can overlap the other calls; note: inactives centre near 2
SSB-PriA inh: inhibitors of Klebsiella pneumoniae PriA binding to SSB C-terminal tail, primary screen, biochemical, AlphaScreen; PriA–SSB C-terminal tail interaction (Klebsiella pneumoniae); AlphaScreen SSBct-PriA binding, biotinylated peptide; inhibition, % at 33 µM; hit rate 0.6% among 430,000; in the data active = inhibition mostly above about 37%, no sharp cut-off; inactive = mostly below about 20%;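 note: plate controls were negative control peptide for no effect and reference peptide for full effect; strong numbers were not always called active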
PrPC surface inh: inhibitors of human cell surface prion protein PrPC, primary screen, cell-based, TR-FRET; Major prion protein (Homo sapiens), P04156; TR-FRET read-out; inhibition, % at 13.8 µM; hit rate 0.43% among 370,000; AID 720596, 2013; in the data active = inhibition above about 24%; note: 0% = median of the test wells and 100% = reference compound wells
SARS 3CLpro inh: SARS-CoV 3CLpro protease inhibitors, primary screen, biochemical, quenched FRET; inhibition, % at 6 µM; hit rate 0.14% among 290,000; AID 1706, 2009; recombinant SARS-CoV 3CLpro, quenched FRET peptide cleavage; Replicase polyprotein 1ab (Severe acute respiratory syndrome coronavirus), P0C6X7; in the data active = inhibition above about 12%
TcdB inh: TcdB glycohydrolase inhibitors, primary screen, biochemical, single point, plate reader | hit rate 0.24% among 350,000 | TcdB glycohydrolase enzymatic assay | AID 652162, 2013 | Toxin B (Clostridioides difficile), P18177 | inhibition, % at 9.99 µM; in the data active = inhibition above about 10%
BoNT-A LC inh2: BoNT/A light chain protease inhibitors, primary screen, biochemical, flow cytometry, MLPCN library | inhibition, % at 10 µM | hit rate 0.17% among 360,000 | AID 588499, 2011 | multiplex microsphere protease substrate cleavage | Botulinum neurotoxin type A light chain protease (Clostridium botulinum A str. ATCC 3502); note: plate controls were buffer without enzyme for full effect and enzyme alone for no effect
Active calls of the source: *; i = inactive; ? = inconclusive; nt = no result given. Cut-off read from the data, not from the text of the source, unless noted: active = inhibition above about 30%; inconclusive = no clear call, values can overlap the other calls; inactive = below that. Only part of the results is shown. The share of hits here may be higher or lower than overall.

SMILES | PfHsp40 yeast | Anthrax LF prot | BH1578 lux ind | Yp Topo-I inh | SSB-PriA inh | PrPC surface inh | SARS 3CLpro inh | TcdB inh | BoNT-A LC inh2
COC(=O)C1=C(c2ccccc2)C[C@@H]2CC[C@H]1N2C(=O)N1CCCC1 | -0.9 | -0.5 | -0.9 | 7.9 | -1.9 | 2.1 | nt | 0.1 | 0.4
O=C(Nc1ccc(S(=O)(=O)Nc2ncccn2)cc1)c1ccc(F)c(S(=O)(=O)N2CCOCC2)c1 | 0.4 | -1.8 | i | -5.9 | -7.7 | 1.0 | 1.9 | 0.3 | -0.5
CC(=O)c1ccc(NC(=O)c2cc(-c3cccs3)on2)cc1 | -1.2 | 0.5 | 1.0 | 7.0 | 9.1 | 8.2 | 3.8 | 1.8 | -1.2
COc1ccc(/C=C(\C#N)c2n[nH]c(Cn3cncn3)n2)cc1 | -0.9 | -1.1 | -0.3 | 3.8 | -20.6 | 2.0 | 3.1 | 1.6 | -1.6
N=c1c(C(=O)NCc2ccc3c(c2)OCO3)cc2c(=O)n3ccccc3nc2n1CC1CCCO1 (stereo not drawn) | 0.1 | 0.9 | -0.9 | 5.4 | 8.3 | -32.4 | -3.7 | 2.0 | 1.3
COc1ccccc1-n1nnnc1SCc1ccccc1 | 9.4 | -5.4 | -0.9 | 4.8 | -48.9 | 0.8 | -8.1 | nt | 0.5
O=C(Cn1c2ccccc2c(=O)c2ccccc21)N/N=C/c1ccc(N2CCCC2)c([N+](=O)[O-])c1 | 0.3 | 0.2 | 1.6 | 2.1 | nt | 0.2 | -6.5 | nt | 0.1
O=CN1CCN(C(=O)Cc2ccc(Cl)cc2)CC1 | nt | 0.1 | -0.8 | 4.3 | nt | -2.9 | nt | -1.7 | 0.2
CC1CCN(C(=O)c2ccc(S(=O)(=O)Cc3cc(F)ccc3F)c([N+](=O)[O-])c2)CC1 | 0.5 | 0.1 | -0.3 | -9.2 | 3.9 | -6.0 | 8.6 | nt | 2.7
CCC(=O)N1CCc2cc(S(=O)(=O)NC(C(=O)NC(C)c3ccccc3)C(C)C)ccc21 (stereo not drawn) | 1.4 | 1.5 | -1.9 | -0.3 | -22.8 | 2.2 | -3.0 | nt | -0.7
CCC(NC(=O)c1ccc2nc(Cc3ccc(OC)cc3)oc2c1)c1ccncc1 (stereo not drawn) | -1.5 | 0.5 | -0.2 | 23.9 | -10.7 | 7.2 | -0.3 | -0.5 | 0.1
CCOC(=O)C1(Cc2cccc(OC)c2)CCN(C2CCOCC2)CC1 | 0.2 | -2.8 | i | 3.1 | -1.7 | -3.0 | 0.0 | 0.1 | -1.1
Cn1c(=O)n(CC(=O)N2CCN(c3nnc(-c4ccccc4)c4ccccc34)CC2)c2ccccc21 | 1.7 | -3.0 | i | 11.7 | -7.9 | -0.7 | 1.6 | nt | 0.5
CC(C)OC(=O)c1cccnc1N1CCN(c2ccc(F)cc2)CC1 | -1.5 | -2.6 | i | 5.7 | -28.5 | -2.2 | -5.1 | nt | -2.1
Nc1nnc(SCC(=O)Nc2cc(C(F)(F)F)ccc2N2CCOCC2)s1 | 1.5 | -0.8 | i | 6.5 | -0.8 | 2.8 | -2.7 | nt | 0.6
O=C(OCc1nnc(-c2ccccc2)o1)C1CC(=O)N(CCc2ccccc2)C1 (stereo not drawn) | -1.4 | 0.5 | i | 5.9 | -4.1 | -2.9 | nt | 1.5 | 0.1
COc1cccc(Nc2nnc(SCn3nnc4ccccc4c3=O)s2)c1 | -0.5 | 2.6 | -3.2 | 9.7 | 11.2 | -6.4 | -4.7 | nt | 2.4
COc1ccc(NC(=O)Nc2cccs2)cc1OC | -0.3 | -7.7 | -3.3 | -1.6 | 13.4 | -0.9 | -1.1 | -1.1 | 0.1
CC(CCc1ccccc1)NC(=O)C(=O)N1CCOCC1 (stereo not drawn) | -2.3 | -1.3 | -0.6 | 4.7 | -9.3 | -3.4 | -0.1 | 0.0 | -0.2
CC(C)Cc1nnc(NC(=O)c2cc(-c3ccncc3)nc3ccccc23)s1 | -0.5 | -13.2 | -0.4 | 11.9 | 1.2 | -4.1 | -6.8 | -1.3 | 1.3
CCCNC(=O)C1(C)CCCN(C(=O)COCc2ccccc2)C1 (stereo not drawn) | nt | -8.6 | i | 5.4 | nt | 1.5 | nt | -3.4 | 0.1
COCCNC(=O)c1onc(CSc2cccc(OC)c2)c1C(=O)NCCOC | -1.7 | 6.1 | i | -0.2 | -17.0 | -5.3 | nt | -0.5 | -0.2
O=C(c1cc2c(ccc3ccccc32)oc1=O)N1CCCC1 | 0.5 | -1.6 | i | 9.9 | -10.9 | 2.8 | 6.0 | nt | 0.0
CCc1ccc(NC(=O)CNC(=O)Cn2ccc3ccccc3c2=O)cc1 | -0.1 | 3.1 | i | 6.5 | -14.7 | 6.2 | -3.9 | -0.9 | -1.1
Cc1ccc2[nH]c(C(F)(F)F)cc(=O)c2c1 | -0.4 | 10.4 | -0.6 | -2.0 | -5.5 | -0.7 | 0.1 | 5.5 | ?
Cc1nc2cc3ccccc3cc2n1C | 0.5 | 0.1 | -0.3 | -8.8 | -7.5 | -3.0 | -3.7 | nt | -0.1
O=C(CCC(=O)N/N=C/c1ccc(Br)s1)NCc1ccccc1 | 0.3 | -1.2 | -1.8 | 5.8 | nt | -0.3 | -0.6 | -1.4 | -0.4
CC(Oc1ccc2c(=O)c(-c3ccc(Cl)cc3)c(C(F)(F)F)oc2c1)C(=O)O (stereo not drawn) | -0.5 | -12.7 | i | 7.1 | -5.7 | 2.6 | 6.2 | -2.1 | -0.7
COc1ccc(C=NNC(=O)NN=Cc2ccc(OC)c(OC)c2)cc1OC | 0.4 | -6.4 | i | -3.5 | 2.7 | -0.2 | nt | -1.9 | 0.4
C/C(N)=C(/C#N)C(=O)COC(=O)CCCNC(=O)c1ccc(Cl)cc1 | 5.6 | -0.7 | -0.4 | -13.6 | -8.5 | -5.9 | 2.7 | 2.1 | -0.6

Just Anthrax LF prot, for some of the entries so far:
| structure | Anthrax LF prot |
| --- | --- |
| CCCNC(=O)C1(C)CCCN(C(=O)COCc2ccccc2)C1 (stereo not drawn) | -8.6 |
| COCCNC(=O)c1onc(CSc2cccc(OC)c2)c1C(=O)NCCOC | 6.1 |
| O=C(c1cc2c(ccc3ccccc32)oc1=O)N1CCCC1 | -1.6 |

Additional structures follow.
SMILES | PfHsp40 yeast | Anthrax LF prot | BH1578 lux ind | Yp Topo-I inh | SSB-PriA inh | PrPC surface inh | SARS 3CLpro inh | TcdB inh | BoNT-A LC inh2
O=C1c2ccccc2C(Nc2ccc3c(c2)OCO3)N1Cc1ccco1 (stereo not drawn) | 0.6 | 4.0 | -0.1 | 0.3 | 1.5 | 4.7 | -3.7 | 1.2 | 0.1
COc1cc(S(=O)(=O)N2CCOCC2)ccc1NC(=O)CSc1n[nH]c(=O)[nH]c1=O | -1.6 | -0.3 | i | -2.8 | 5.4 | 1.4 | 3.8 | 0.1 | -1.0
O=C(CSc1ccc(Cl)cc1)Nc1ccc(N2CCN(C(=O)c3ccco3)CC2)cc1 | 8.6 | -5.0 | -0.2 | 34.8 | 24.7 | 8.9 | 3.7 | nt | -0.5
Cn1c(O)c(/C=N/Nc2ccccc2)c(=O)n(C)c1=O | 0.4 | -3.5 | -0.2 | 5.4 | nt | -20.1 | -1.3 | -0.3 | -1.1
S=C(NCCC(c1ccccc1)c1ccccc1)Nc1ccc(Cl)cc1 | ? | -5.1 | i | 3.6 | -1.1 | 6.2 | 9.5 | nt | -1.3
O=CN1CCN(C(=O)c2ccc3c(c2)OCO3)CC1 | -0.3 | -2.5 | i | 7.2 | -7.8 | -0.1 | 1.9 | 0.4 | -1.0
COc1ccc(CN2C(=O)C(CC(=O)NCCCCc3ccccc3)CC(C(=O)N(C)C)=C2C)cc1 (stereo not drawn) | nt | -5.7 | i | 33.6 | nt | -6.1 | nt | 1.3 | 0.3
CCn1c(SCC(=O)NC2CCCCC2)nnc1-c1cc2cccc(OC)c2o1 | 0.6 | -3.0 | i | 11.3 | -9.4 | -0.7 | -2.5 | nt | 0.6
COc1cccc(/C=C2\SC(=S)N(CCCC(=O)N3CCCCC3)C2=O)c1 | 2.6 | 4.1 | -1.6 | -4.2 | -6.5 | -1.5 | 4.0 | 0.1 | 4.6
O=C1CCCN1CCCNS(=O)(=O)c1cccs1 | -0.4 | 7.9 | -0.3 | 3.9 | -0.7 | 6.0 | nt | 0.3 | -0.3
CC(C)CCNC(=O)NC(=O)CSc1nnc(-c2ccccc2Br)o1 | -0.5 | -4.9 | 1.6 | -1.1 | -7.2 | 19.4 | 5.8 | 1.2 | -0.6
CCN(C(=O)Cc1c(C(=O)O)n(CC)c2ccccc12)c1cccc(C(F)(F)F)c1 | nt | -13.9 | -0.5 | 0.1 | -10.6 | -3.5 | 4.5 | 0.5 | -0.4
O=C(NCc1ccccc1Cl)c1ccc2nc([C@@H]3O[C@H](CO)[C@@H](O)[C@H]3O)[nH]c2c1 | nt | 3.6 | -1.3 | 4.6 | nt | 7.0 | nt | -0.2 | -0.8
O=C(Cc1cccs1)Nc1nc(-c2ccccc2)cs1 | 1.3 | -18.5 | i | -1.1 | -9.0 | 22.6 | 3.5 | nt | ?
c1ccc(Cn2c(-c3ccco3)nc3nc4ccccc4nc32)cc1 | 2.6 | 9.9 | -0.6 | 29.8 | -0.6 | -18.6 | -3.2 | nt | 20.8
CN(C)c1ccc(N=Nc2ccccc2C(=O)OCC(=O)N(C)C2CCCCC2)cc1 | 1.1 | -2.2 | -0.2 | -9.8 | 35.2 | 2.1 | 7.8 | nt | 0.6
CS(=O)(=O)Nc1ccc2c(c1)ncn2CCc1ccccc1 | -0.6 | -10.8 | -1.0 | 4.5 | -9.0 | 7.8 | 0.0 | 1.1 | 1.1
Cc1ccc(S(=O)(=O)c2nc(S(=O)(=O)c3ccc(C)cc3)c(N3CCN(CCO)CC3)s2)cc1 | 0.4 | -4.3 | -0.4 | 31.8 | -4.8 | 1.6 | -4.2 | 0.4 | 0.3
COC(=O)c1ccc(S(=O)(=O)N2CCN(C)CC2)n1C | 0.7 | nt | -0.8 | 3.2 | -6.9 | 0.5 | -3.2 | -0.2 | nt
Nc1nc(-c2ccc3ccccc3c2)cs1 | 2.5 | -3.6 | -3.1 | -0.3 | 4.9 | -4.0 | -1.5 | 3.1 | -1.2
CCP(=O)(c1ccccc1)C(C)(C)O (stereo not drawn) | 0.6 | 1.5 | 4.5 | -1.5 | -4.4 | 2.4 | -3.6 | nt | -0.2
Cc1ccc(CNC(=O)C2COc3ccccc3O2)cc1 (stereo not drawn) | 103.0* | -8.0 | 0.5 | -0.1 | -5.2 | 9.1 | -3.1 | 0.4 | -0.4
C[n+]1ccc(/C=C/c2c[nH]c3ccccc23)cc1 | -0.9 | -1.6 | -0.6 | -6.4 | 0.7 | -36.0 | -13.4 | 1.4 | 0.2
CCOc1ccc(OCCSc2ccc(S(=O)(=O)N3CCN(C)CC3)cn2)cc1 | -1.7 | -2.6 | i | 1.8 | 19.5 | 11.0 | nt | 1.2 | -0.6
